PolyA inhibitor: polyadenylation inhibitors in yeast reporter cells, primary screen, luminescence, S. cerevisiae; S. cerevisiae SKY197-pL101 polyadenylation reporter, beta-gal luminescence; efflux-impaired pdr1/pdr3 knockout yeast; score 100 = 6 SD above DMSO; calls only at 12 µM; 300,000 tested, 0.02% active; AID 1875, 2009;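 active means lowest replicate activity score at least 50, where 100 means six control SD above control mean; inconclusive means lowest score under 50 but half or more replicates reach 50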;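 further: yeast exposed to compound for 9 h at 30 °C; higher score means more reporter readthrough which indicates perturbed polyadenylation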
KCNQ1 inh: inhibitors of human KCNQ1 channel, primary screen, cell-based, thallium flux, high-throughput | 310,000 tested, 1.3% active | CHO-K1 KCNQ1, FluxOR thallium flux fluorescence; stronger effect = higher value | B-score at 10 µM;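 active means compounds whose thallium flux B-score, printed positive for inhibition, exceeds three library SD while starting fluorescence stays within three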;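 further: channel opened by potassium depolarization with thallium stimulus after 20 min compound exposure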
DYRK1A inh: rat Dyrk1A kinase inhibitors, primary screen, biochemical, single point, plate reader | Dual specificity tyrosine-phosphorylation-regulated kinase 1A (Rattus norvegicus), Q63470 | ADP-Glo luminescence, NFATc1 peptide | inhibition, % at 12.5 µM | 310,000 tested, 0.43% active; in the data active means inhibition above about 50%;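 further: plate controls were vehicle with enzyme for no effect and no enzyme for full effect; many of its hits are not listed in these tables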
KCNK3 inh: human KCNK3 channel inhibitors, primary screen, CHO cells, FluxOR thallium flux, B-score; AID 602410, 2012; FluxOR fluorescence; stronger effect = lower value; Potassium channel subfamily K member 3 (Homo sapiens), O14649; 340,000 tested, 0.84% active; B-score at 10 µM;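 active means B-score under library mean minus 4 SD, starting fluorescence ratio at most library mean plus 5 SD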;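 further: more negative B-score means stronger inhibition of thallium flux through KCNK3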
KCNQ1 act: potentiators or activators of KCNQ1 channel, primary screen, cell-based, thallium flux, high-throughput | CHO-K1 KCNQ1, thallium flux FluxOR fluorescence; stronger effect = higher value | B-score at 10 µM | 310,000 tested, 0.35% active;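 active means fluorescence ratio B-score, a plate-corrected score, at least three library SD, with initial intensity B-score within 5 SD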
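Assay system: stable KCNQ1 CHO-K1 line; medium: assay buffer, equal DMSO in all wells; timing: 90 min dye loading and 20 min compound exposure, both at room temperature; technique: kinetic FluxOR thallium fluorescence, 10-s 1-Hz baseline, 110-s post-stimulus read; read-out basis: B score of baseline-normalized fluorescence ratio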
KCNK9 inh: KCNK9 potassium channel inhibitors, primary screen, HEK293 cells, thallium flux; B-score at 10 µM; 310,000 tested, 1.2% active; Potassium channel subfamily K member 9 (Homo sapiens), Q9NPC2; FluxOR thallium flux fluorescence; stronger effect = lower value;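 active means ratio B-score over 3 SD below the library mean, with starting fluorescence within 5 SD of its mean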;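 further: negative B-score means less thallium flux so channel inhibition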
hERG protect: hERG rescue from dofetilide block, primary screen, cell-based, CHO-hERG, FluxOR thallium flux, dofetilide IC70. Voltage-gated inwardly rectifying potassium channel KCNH2 (Homo sapiens), Q12809. 310,000 tested, 0.51% active. AID 1511, 2009. dofetilide IC70 present. activation (rescue from dofetilide block), less the hit threshold, % at 10 µM;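 active means activation above the mean of controls blocked by dofetilide plus 5 SD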;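 further: thallium influx through hERG after potassium depolarization seen as dye fluorescence rise; in these data hits start at about 4.7%; inactives centre near -7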
Platelet DG rel: inhibitors of platelet dense granule secretion, primary screen, cell-based, MLPCN, human platelets; 300,000 tested, 0.22% active; human platelet-rich plasma, SFLLRN dense granule ATP release, luminescence; inhibition, %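 (compounds screened at 7.5 µM in platelet-rich plasma)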;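 active means mean replicate score, as percent of positive control, at or above 50; inconclusive means mean below 50 but at least one replicate at or above 50; inactive means mean and every replicate below 50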
TRPC4 act: activators of mouse TRPC4 channel, primary screen, Fluo4 calcium, HEK293 TRPC4beta/mu-opioid cells; Fluo4 calcium fluorescence; stronger effect = higher value; B-score at 10 µM; 310,000 tested, 0.49% active; AID 2237, 2010;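 active means B-score above 5 SD of library B-scores, and initial fluorescence ratio not above library mean plus 5 SD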;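 further: positive B-score marks a calcium rise read as TRPC4 activation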
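Technique: kinetic Fluo4 calcium fluorescence; Test system: TRPC4beta and mu-opioid receptor HEK293 stable cells; Measure: B-scored integrated calcium fluorescence ratio; Benchmarks: low control buffer alone, high control maximal DAMGO; Schedule: 45 min room-temperature Fluo4 loading, 110 s read.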
TRPC4 PAM: positive allosteric modulators of TRPC4, primary screen, cell-based, mouse TRPC4beta, HEK293 mu-opioid, Fluo-4 calcium; DAMGO EC20, Fluo-4 Ca2+ flux; stronger effect = higher value; B-score at 10 µM; 310,000 tested, 0.42% active;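 active means B-score of calcium response area above 5 SD of library B-scores, with initial fluorescence ratio within 5 SD of library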;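 further: B-score of integrated fluorescence ratio over time as area under calcium response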
TRPC4 inh: inhibitors of mouse TRPC4 channel, primary screen, Fluo4 calcium, HEK293 TRPC4beta/mu-opioid cells | Short transient receptor potential channel 4 (Mus musculus), Q9QUQ5 | DAMGO-evoked Fluo4 calcium flux; stronger effect = lower value | B-score at 10 µM | 300,000 tested, 0.39% active | AID 2247, 2010;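 active means B-score over 3 SD under the library average, no early fluorescence shift, positive overall ratio signal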
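Assay system: HEK293 cells with stable TRPC4beta plus mu-opioid receptor expression; Probe or stimulus: DAMGO in two steps, submaximal then maximal; Dosing: single-point compound dosing; Measured by: Fluo4 calcium-dye fluorescence, kinetic read; Read-out basis: B score from integrated Fluo4 fluorescence ratio.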
* marks the source's active call; other numbers are inactive results; i = inactive; ? = inconclusive; · = not tested or not shown. A portion of the library; count on the stated rates, not on these rows.

Each structure is followed by: PolyA inhibitor | KCNQ1 inh | DYRK1A inh | KCNK3 inh | KCNQ1 act | KCNK9 inh | hERG protect | Platelet DG rel | TRPC4 act | TRPC4 PAM | TRPC4 inh
[1] Cc1cc(C)c2c(N)c(-c3nnc(SCc4ccc(Cl)cc4)n3C)sc2n1
  i | i | · | i | i | i | -9 | 2 | i | i | i
[2] O=C(CSc1ccccc1)Nc1nnc(C2CC2)s1
  i | i | -5 | i | i | i | -3 | -15 | i | i | i
[3] CC(C)NC(=S)N1CCN(Cc2ccc3c(c2)OCO3)CC1
  i | i | 4 | i | i | i | -7 | 2 | i | i | i
[4] O=C(CN1CCN(CC(=O)Nc2ccc(OCc3ccccc3)cc2)CC1)Nc1ccc(F)cc1
  i | i | -2 | i | i | i | -16 | 7 | i | i | i
[5] CC(=O)NC1C(=O)N=C(SCC(=O)NC(C)c2ccccc2)NC1=O (configuration not stated)
  i | i | -6 | i | i | i | -5 | -3 | i | i | i
[6] O=C(NCc1ccccc1)NC(=O)c1ccc(Cl)cc1
  i | i | 0 | i | i | i | 1 | -9 | i | i | i
[7] N#C/C(=C\c1ccc(OCc2ccccc2)cc1)C(=O)Nc1nc2c(s1)CCN(Cc1ccccc1)C2
  i | i | -3 | i | i | i | -10 | 0 | i | i | i
[8] COc1ccc(NS(=O)(=O)c2ccc(N3CCOCC3)c(NC(=O)C(C)C)c2)cc1
  i | i | · | i | i | i | -5 | 6 | i | i | i
[9] O=C(NC1CCCc2ccccc21)c1ccc([N+](=O)[O-])cc1 (configuration not stated)
  i | i | -2 | i | i | i | -7 | -3 | i | i | i
[10] Cc1ccc(-c2cc(C(=O)Nc3cccc(S(=O)(=O)N(C)C)c3)c3ccccc3n2)o1
  i | i | -5 | i | i | i | -10 | 13 | i | i | i
[11] CC(C(=O)Nc1ccccn1)N1C(=O)C2C3C=CC(C3)C2C1=O (configuration not stated)
  i | i | 5 | i | i | i | 1 | 9 | i | i | i
[12] CCOc1ccc(Oc2c(/C=N/NC(=O)COc3ccccc3OC)c(C)nn2-c2ccccc2)cc1
  i | i | -1 | i | i | i | -6 | -12 | i | i | i
[13] O=C1c2ccccc2C(=O)N1CCC(c1ccc(F)cc1)c1ccco1 (configuration not stated)
  i | i | 0 | i | i | i | -17 | 0 | i | i | i
[14] CC1CCN(C(=O)C2CCN(c3ncnc4c3nc3n4CCCCC3)CC2)CC1
  i | i | -3 | i | i | i | -8 | 11 | i | i | i
[15] COCCCN(C(=O)Cc1ccc(Cl)c(Cl)c1)c1c(N)n(Cc2ccccc2)c(=O)[nH]c1=O
  i | i | -2 | i | i | i | -10 | ? | i | i | i

Quoted at random: 3 records from the list.
Each structure is followed by: PolyA inhibitor | KCNQ1 inh | DYRK1A inh | KCNK3 inh | KCNQ1 act | KCNK9 inh | hERG protect | Platelet DG rel | TRPC4 act | TRPC4 PAM | TRPC4 inh
[8] COc1ccc(NS(=O)(=O)c2ccc(N3CCOCC3)c(NC(=O)C(C)C)c2)cc1
  i | i | · | i | i | i | -5 | 6 | i | i | i
[6] O=C(NCc1ccccc1)NC(=O)c1ccc(Cl)cc1
  i | i | 0 | i | i | i | 1 | -9 | i | i | i
[10] Cc1ccc(-c2cc(C(=O)Nc3cccc(S(=O)(=O)N(C)C)c3)c3ccccc3n2)o1
  i | i | -5 | i | i | i | -10 | 13 | i | i | i

Carrying on:
Abbreviations – A = PolyA inhibitor; B = KCNQ1 inh; C = DYRK1A inh; D = KCNK3 inh; E = KCNQ1 act; F = KCNK9 inh; G = hERG protect; H = Platelet DG rel; I = TRPC4 act; J = TRPC4 PAM; K = TRPC4 inh
16: CC1CC1C(=O)OCC(=O)NCc1ccccc1Cl (configuration not stated)
  A = i; B = i; C = -9; D = i; E = i; F = i; G = -6; H = -7; I = i; J = i; K = i

17: O=C(Cc1ccccc1)N/N=C/c1ccc2cccc(O)c2n1
  A = i; B = i; C = 0; D = i; E = i; F = i; G = 9.4*; H = 2; I = i; J = i; K = i

18: O=c1[nH]c2ccc(S(=O)(=O)Nc3ccc(Cl)cc3)cc2[nH]1
  A = i; B = i; C = -5; D = i; E = i; F = i; G = -4; H = -1; I = i; J = i; K = i

19: CCN(CC)S(=O)(=O)c1ccc2c(c1)nc(CCC(=O)OCC(=O)N1CCc3ccccc31)n2C
  A = i; B = i; C = -2; D = i; E = i; F = i; G = -4; H = 0; I = i; J = i; K = i

20: Cc1ccsc1-c1nc(-c2ccccc2)c(-c2ccccc2)[nH]1
  A = i; B = i; C = 4; D = i; E = i; F = i; G = -6; H = 5; I = i; J = i; K = i

21: CCCCCn1c(CNC(=O)COC)nc2ccccc21
  A = i; B = i; C = -3; D = i; E = i; F = i; G = -13; H = 12; I = i; J = i; K = i

22: COc1cccc(/C=C/C(=O)OCC(=O)NCC2CCCO2)c1 (configuration not stated)
  A = i; B = i; C = 8; D = i; E = i; F = i; G = -9; H = 4; I = i; J = i; K = i

23: O=C1NC2(CCCCCC2)C(=O)N1Cc1cccc(Cl)c1
  A = i; B = i; C = 2; D = i; E = i; F = i; G = -9; H = -4; I = i; J = i; K = i

An excerpt of these results, as labelled records.
#14 CC1CCN(C(=O)C2CCN(c3ncnc4c3nc3n4CCCCC3)CC2)CC1
  PolyA inhibitor: i	KCNQ1 inh: i	DYRK1A inh: -3	KCNK3 inh: i	KCNQ1 act: i	KCNK9 inh: i	hERG protect: -8	Platelet DG rel: 11	TRPC4 act: i	TRPC4 PAM: i	TRPC4 inh: i
#15 COCCCN(C(=O)Cc1ccc(Cl)c(Cl)c1)c1c(N)n(Cc2ccccc2)c(=O)[nH]c1=O
  PolyA inhibitor: i	KCNQ1 inh: i	DYRK1A inh: -2	KCNK3 inh: i	KCNQ1 act: i	KCNK9 inh: i	hERG protect: -10	Platelet DG rel: ?	TRPC4 act: i	TRPC4 PAM: i	TRPC4 inh: i
#16 CC1CC1C(=O)OCC(=O)NCc1ccccc1Cl (configuration not stated)
  PolyA inhibitor: i	KCNQ1 inh: i	DYRK1A inh: -9	KCNK3 inh: i	KCNQ1 act: i	KCNK9 inh: i	hERG protect: -6	Platelet DG rel: -7	TRPC4 act: i	TRPC4 PAM: i	TRPC4 inh: i

Bioassay records: PubChem BioAssay, several laboratories
